# High-throughput results (PubChem)
# DDE Tn6 FP inh: inhibitors of Tn6 peptide binding to fibrin DD(E), primary screen, biochemical, fluorescence polarization, human fibrin, Tn6 probe; inhibition, % at 8.3 µM; Fibrin DD(E) TRITC-Tn6 fluorescence polarization displacement; AID 720509, 2013; 0.21% of 370,000 active;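 active = inhibition above a per-campaign cutoff: mean of compounds within control limits plus 3 SD, cut at about 15% in these data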;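 also: 0% = median of all compound wells on the plate and 100% = blocking peptide control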
# DDE Tn7 FP inh: inhibitors of Tn7 peptide binding to fibrin DD(E), primary screen, biochemical, fluorescence polarization, human fibrin, Tn7 probe | Fibrinogen beta chain (Homo sapiens), P02675 | FP displacement of FITC-Tn7 peptide from fibrin DD(E); 0% = median of compound wells per plate | inhibition, % at 8.3 µM | 0.13% of 370,000 active | AID 720508, 2013;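 active = inhibition above the mean of compounds falling within the control limits plus 3 SD of them, cut at about 14% in these data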;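 also: 0% = plate median of compound wells and 100% = 10 µM Aha-Tn7 peptide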
#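 Assay system: Fibrin-DD(E) protein isolated from polymerized human fibrin clots; read-out basis: percent inhibition; medium: Tris/NaCl/CaCl2 buffer, pH 7.8; signal: FP measurement; incubation: 10 min plus 3 h, room temperature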
# PLC-gamma1 inh: PLC-gamma1 enzyme inhibitors, primary screen, biochemical, fluorescence, purified enzyme; 1-phosphatidylinositol 4,5-bisphosphate phosphodiesterase gamma-1 (Homo sapiens), P19174; inhibition, % at 12.2 µM; 0.84% of 370,000 active; fluorogenic substrate; in the data active = inhibition above about 9.5%
# ASAP1 GAP inh: inhibitors of human ASAP1 ArfGAP activity, primary screen, biochemical, fluorescence polarization; 0.19% of 360,000 active; Arf-GAP with SH3 domain, ANK repeat and PH domain-containing protein 1 (Homo sapiens), …; inhibition, % at 16.5 µM; ASAP1-stimulated ARF1 GTP hydrolysis, GDP FP detection; in the data active = inhibition above about 25%;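 also: 0% = vehicle with enzyme and substrate and 100% = no enzyme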
# ARFGAP1 inhibitor: inhibitors of rat ARFGAP1 GAP activity, primary screen, biochemical, fluorescence polarization, GDP tracer; inhibition, % at 16.5 µM; AID 651572, 2012; Arfgap1-stimulated ARF1 GTP hydrolysis, GDP FP detection; 0.26% of 360,000 active;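 active = inhibition above a per-plate limit, mean inhibition of low control wells plus 3 SD, cut at about 25% in these data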;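 also: 0% = DMSO wells with enzyme and 100% = wells lacking Arfgap1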
#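 System: truncated rat Arfgap1 GAP domain / Medium: HEPES-based buffer, pH 7.5 / Also added: N-terminally truncated human ARF1-GTP substrate / Incubation: enzyme reaction 120 min at 25 °C after 20 min preincubation / Measured by: FP of antibody-bound GDP Alexa 633 tracer, ex 620/em 688 nm / Replicates: singlicate, each compound tested once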
# ADAM17 inh: ADAM17 inhibitors, primary screen, biochemical, QFRET | AID 720648, 2013 | recombinant ADAM17, EDANS/DABCYL FRET peptide cleavage | Disintegrin and metalloproteinase domain-containing protein 17 (Homo sapiens), P78536 | 0.83% of 370,000 active | inhibition, % at 6.95 µM;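 active = inhibition above the mean of compounds lying between control limits plus 3 SD, set per campaign, cut at about 8.5% in these data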;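 also: 0% = DMSO-only wells as the low control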
# KLK7 zymogen act: proKLK7 zymogen activators, primary screen, biochemical, fluorescence intensity; purified proKLK7, EDANS-DABCYL substrate fluorescence; 100% is mature enzyme control, 0% vehicle; activation, % at 7 µM; 0.9% of 370,000 active; AID 652039, 2013;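 active = activation above the mean of all tested compounds plus 3 SD, computed per campaign excluding outliers beyond control limits, cut at about 13% in these data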
# TDP2 inh: human TDP2 enzyme inhibitors, primary screen, biochemical, epi absorbance, recombinant enzyme. Tyrosyl-DNA phosphodiesterase 2 (Homo sapiens), O95551. T5PNP hydrolysis, p-nitrophenol absorbance 415 nm. 0.34% of 370,000 active. inhibition, % at 12.8 µM;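 active = inhibition above the mean of all tested compounds plus 3 SD, set per campaign, cut at about 25% in these data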;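 also: 0% = DMSO with enzyme and 100% = buffer with substrate but no TDP2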
#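 test system = human TDP2 enzyme | input = TDP2 enzyme at 120 nM final | medium = 50 mM Tris-HCl pH 7.5 with Mg2+, KCl, DTT, BSA | also added = T5PNP substrate, 5 mM | times = 2 h at 37 °C | technique = epi absorbance | benchmarks = high control without enzyme, low control DMSO plus TDP2 | replication = each compound tested once, singlicate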
# ADAM10 inh: human ADAM10 inhibitors, primary screen, biochemical, QFRET, HTS. recombinant ADAM10, EDANS/DABCYL FRET peptide cleavage, 3 h. inhibition, % at 7 µM. 0.62% of 370,000 active. Disintegrin and metalloproteinase domain-containing protein 10 (Homo sapiens), O14672;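 active = inhibition above a per-campaign cutoff equal to the mean of compounds falling between control-based bounds plus 3 SD, cut at about 20% in these data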;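 also: 0% = DMSO wells while the 100% control is not disclosed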
# LEDGF integ inh: blockers of LEDGF/p75-dependent integrase strand transfer – biochemical, TR-FRET, high throughput, primary screen | 0.64% of 370,000 active | TR-FRET IN-LEDGF/p75 DNA integration, Eu/Cy5 | AID 743269, 2014 | inhibition, % at 3.7 µM | HIV-1 integrase (with human LEDGF/p75);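 active = inhibition above the screen-wide mean plus 3 SD, cut at about 13% in these data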;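 also: signal is the Cy5 over europium emission ratio at 671 and 618 nm; 0% = plate median of compound wells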
# * hit, by the source's call; i = inactive; / = not tested or not shown.
SMILES,DDE Tn6 FP inh,DDE Tn7 FP inh,PLC-gamma1 inh,ASAP1 GAP inh,ARFGAP1 inhibitor,ADAM17 inh,KLK7 zymogen act,TDP2 inh,ADAM10 inh,LEDGF integ inh
Cc1cccc2nc3c(nc12)CCCC3,9.3,-3.4,-0.2,1.7,-4.0,0.1,1.0,10.3,-2.2,-1.8
COc1cc(C)ccc1OCCOCCOc1cccc2ccc(C)nc12,1.2,3.2,-56.1,-3.6,7.5,-7.2,0.5,14.0,-5.6,-3.5
CC(=O)Nc1ccc(NC(=O)C(C)OC(=O)CC2CCCC2)cc1 (centres undefined),10.5,-0.6,1.1,3.0,3.2,-1.0,-0.1,7.6,-1.6,3.9
O=C(c1ccco1)c1coc2c1cc(O)c1ccccc12,4.5,2.0,-2.7,-4.5,3.8,-1.1,-0.7,5.1,-3.3,0.2
O=C(N/N=C/c1ccc(Cl)s1)c1ccccc1[N+](=O)[O-],2.4,-2.6,6.0,-3.0,2.5,-5.2,0.2,-6.3,5.7,-0.2
Cc1ccc(CN2CC[C@H]3C=CCc4cccc(c43)C2)cc1,7.4,7.9,-9.5,-10.7,-5.8,-8.8,-0.7,4.1,-24.9,-1.2
COc1ccc(NC(=O)c2ccc(COCC(F)(F)F)cc2)cc1OC,-1.5,3.8,-0.2,-11.8,-1.0,-1.0,0.3,-7.2,3.4,-8.9
NS(=O)(=O)c1ccc(NC(=O)Nc2ccc(C(F)(F)F)cc2)cc1,-16.9,0.9,5.2,7.6,15.1,7.5,0.5,-4.2,4.7,-0.7
O=C(NCCN1CCC(n2c(=O)[nH]c3ccccc32)CC1)N1c2ccccc2Sc2ccccc21,6.9,6.0,-0.3,-2.7,14.0,-1.1,0.3,3.2,-2.5,-3.8
Cc1nn(C)c(C)c1NC(=O)COc1ccc(Cl)cc1Br,-8.8,-0.8,-2.3,15.5,-2.2,-2.4,0.4,-2.2,-3.8,3.6
O=C(N/C(=N\O)c1ccccc1)Nc1ccc(Cl)cc1,2.4,5.4,1.0,-9.6,-10.3,-5.9,0.1,1.9,-3.1,-5.2
Cc1cccc(OCCOC(=O)C2CCN(S(=O)(=O)c3ccc(C)c(C)c3)CC2)c1,2.6,-2.9,3.8,-11.6,-10.7,5.7,0.5,-19.5,10.1,1.0
CCn1c(CC(=O)Nc2ccc(C)cc2)nnc1SCC(=O)N1CCOCC1,0.3,3.3,1.6,-6.5,-3.7,-1.8,0.5,-2.2,-5.6,-3.8
Clc1ccc(-c2ccnc(-n3cccc3)n2)s1,-4.1,-4.9,-390.7,4.6,2.5,-335.7,-20.2,-2.3,i,3.5
CC(=O)Nc1ccc(S(=O)(=O)CCC#N)cc1,2.3,-6.7,5.6,-9.2,-15.0,0.5,0.9,-4.6,0.4,-1.8
O=C(Nc1c(Cl)cccc1Cl)c1cc(=O)n(Cc2ccccc2)c(=O)[nH]1,4.5,5.0,-4.7,7.7,-1.3,-6.2,-0.4,-2.1,-6.2,0.4
Clc1nc2nc3n(c2nc1Cl)CCC3,0.8,-0.1,1.6,-12.9,-7.0,-3.6,-0.7,11.1,-10.4,-0.8
CCOCCCNC(=O)c1cn2c3c(ccc(Cl)c3c1=O)OC(C)C2 (centres undefined),1.2,-5.7,-51.9,-0.5,-3.4,-75.6,-1.4,1.9,-185.4,3.8
C=CCN(c1ccccc1OC)S(=O)(=O)c1cccc(C(=O)NCC(c2ccc(OC)cc2)N2CCCC2)c1 (centres undefined),2.6,1.6,-5.4,-2.7,-2.2,-0.4,0.0,-6.1,-2.8,-1.3
Cc1ccc(NS(=O)(=O)c2cccc(C(=O)N(C)Cc3cccs3)c2)cc1,3.1,2.0,0.3,2.7,-1.4,0.7,-0.2,7.9,2.8,3.8

# An excerpt from above with just PLC-gamma1 inh, ASAP1 GAP inh and ARFGAP1 inhibitor.
SMILES,PLC-gamma1 inh,ASAP1 GAP inh,ARFGAP1 inhibitor
Cc1nn(C)c(C)c1NC(=O)COc1ccc(Cl)cc1Br,-2.3,15.5,-2.2
O=C(N/C(=N\O)c1ccccc1)Nc1ccc(Cl)cc1,1.0,-9.6,-10.3
Cc1cccc(OCCOC(=O)C2CCN(S(=O)(=O)c3ccc(C)c(C)c3)CC2)c1,3.8,-11.6,-10.7

# New compounds follow:
SMILES,DDE Tn6 FP inh,DDE Tn7 FP inh,PLC-gamma1 inh,ASAP1 GAP inh,ARFGAP1 inhibitor,ADAM17 inh,KLK7 zymogen act,TDP2 inh,ADAM10 inh,LEDGF integ inh
CCOC(=O)/C(=C/c1ccc(Cl)cc1)NC(=O)c1ccco1,-6.9,2.4,-1.3,1.6,-9.1,1.3,0.8,7.5,-1.4,1.8
Fc1ccc(NC(=S)Nc2cccnc2)c(F)c1F,14.5,7.6,-2.8,-1.7,4.5,-5.2,-0.1,-0.5,-6.6,1.4
CCc1sc(C(=O)Nc2nc(C)cs2)cc1C,0.8,-7.1,-16.8,9.1,3.7,-0.1,-0.3,-3.9,-10.2,0.1
O=S(=O)(NC1=NCCCCC1)c1cccs1,-1.1,3.9,0.7,-7.5,-4.0,0.5,0.3,3.2,2.2,-3.0
CCCNC(=O)c1cc(OC)c(OC)cc1[N+](=O)[O-],7.1,0.0,5.0,5.9,-0.9,-3.4,-0.2,4.6,-3.7,1.9
Cc1cc(NC(=O)CCCC(=O)O)nc(C)n1,1.9,4.3,10.5*,2.4,-7.1,5.0,-0.2,-13.8,-1.7,6.6
CCCc1nc2cc(C)c(Br)c(C)n2c1CC1CCCCC1,5.1,1.6,1.6,3.4,1.8,-1.2,-0.1,-5.0,-2.4,-0.5
CC(=O)N1CCN(c2nc3ccc([N+](=O)[O-])cc3s2)CC1,-4.6,-1.4,-0.3,4.2,3.5,0.8,-0.7,2.2,-8.3,-0.3
CCOc1ccccc1NC(=O)c1ccc2c(=O)n3c(nc2c1)CCCCC3,8.1,2.7,0.5,-14.0,3.4,-1.5,0.0,6.2,-5.2,-2.3
CC1CCCC(C)N1NC(=O)Cc1ccccc1 (centres undefined),9.2,2.8,3.4,8.2,0.0,1.4,0.1,-13.3,2.5,2.5
COCCOC(=O)C1=C(C)N=c2s/c(=C\c3cccs3)c(=O)n2C1c1cccs1 (centres undefined),-4.4,3.6,7.2,-1.2,-6.9,0.2,-0.6,0.5,8.0,0.7
Fc1ccc(F)c(Cn2ccc3ccc(-c4ccc5ccn(Cc6cc(F)ccc6F)c5c4)cc32)c1,5.4,0.5,-15.5,/,/,-4.8,-0.4,8.2,-9.8,-2.4
CCOC(=O)C1=C(C)NC(C)=C(C(=O)OCC)C1C(=O)OCC(=O)NC1CCCCC1,-1.4,2.0,-117.9,2.9,-19.0,-44.3,3.4,-4.3,-138.1,0.1
O=C(Nc1ccc(Nc2ccncc2)cc1)c1ccc(Nc2ccnc3ccc([N+](=O)[O-])cc23)cc1,12.5,-1.8,3.8,46.2*,76.8*,-20.2,0.0,8.4,-15.7,-0.1
COc1ccc(OC)c(S(=O)(=O)N2CCC(C(=O)N3CCCC3)CC2)c1,6.8,1.2,2.5,0.3,-3.2,-5.3,-0.4,7.0,1.5,0.3
COc1ccc(Oc2c(C(F)(F)F)oc3cc(OCC(=O)O)ccc3c2=O)cc1,1.9,2.3,-3.1,-3.6,-2.0,1.7,0.0,-5.4,-5.2,-3.4
CCC(C)N1CCNCC1 (centres undefined),2.9,3.2,1.1,-0.8,-6.8,-2.0,-0.1,1.2,1.4,-5.0
O=C1[C@H]2[C@@H](C(=O)N1c1cc(Cl)cc(Cl)c1)[C@]1(C(=O)Nc3ccccc31)N1CCC[C@@H]21,5.5,-6.3,-2.1,14.2,9.1,1.2,-0.5,0.1,8.4,-0.8
COc1cc(NS(=O)(=O)c2ccc(N/C=C(\C#N)c3nc4ccccc4o3)cc2)nc(OC)n1,-4.2,-3.3,-2.0,19.2,-10.0,-0.9,-0.3,-1.9,-5.3,1.0
NC(=O)NNc1cccc(Cl)n1,-5.5,11.0,1.2,-10.8,0.3,-1.3,-0.2,9.9,2.2,-2.4
O=S(=O)(c1cccs1)N1CN(Cc2ccc(F)cc2)c2nc3ccccc3nc21,2.0,12.4,-20.5,1.4,2.5,-34.6,1.9,6.4,-164.6,6.0
CCOC(=O)c1c(NCc2ccc3c(c2)OCO3)c2ccccc2[nH]c1=O,7.5,0.7,3.3,-4.8,0.0,-0.6,-0.5,11.6,1.3,0.3
CC(=O)Nc1ccc2nc(CN3CCC(CO)(CCc4ccccc4)CC3)ccc2c1,-2.7,1.7,-52.0,-11.0,-6.0,-21.2,-3.5,14.4,-91.1,9.2
CCn1cc(CN2CCN(Cc3ccc(OC)c(C)c3C)C(CCO)C2)c(C)n1 (centres undefined),0.7,-7.1,1.5,6.3,-0.8,-1.2,0.4,-4.5,-3.1,-3.9
COc1ccc(S(=O)(=O)N2CCOCC2)cc1NC(=O)c1cc(=O)[nH]c2ccccc12,-0.9,0.0,-5.7,-3.2,0.1,-3.7,-0.2,-8.4,-8.8,4.6
COc1ccc(-c2cc(=O)oc3cc(OCC(=O)c4cccc([N+](=O)[O-])c4)ccc23)cc1,2.1,-5.4,-42.0,4.6,0.5,4.2,-2.8,-8.4,-3.7,0.7
COc1cccc(NC(=S)N(CCN(C)C)C(C)c2ccco2)c1 (centres undefined),4.9,-7.0,-1.2,4.8,7.7,0.6,0.0,3.2,0.8,-1.0
CCCN1C(=O)C(=O)N(CC(=O)c2cc(C)n(C3CC3)c2C)C1=O,6.9,-4.7,0.9,-1.3,3.8,-0.8,-0.1,0.5,-4.1,2.8
O=C(NCc1ccco1)Nc1ccc2snnc2c1,-4.7,3.1,-0.3,-7.6,-0.3,-2.1,-0.1,-0.1,-14.8,-3.1
